TDP1 cell noCPT: qHTS for Inhibitors of human tyrosyl-DNA phosphodiesterase 1 (TDP1): qHTS in cells in absence of CPT; Potency, µM (titrated, usually from 46.2 µM), for the others: at the highest dose activity change, negative = growth inhibition, actives largely listed as inhibitors; DT40 Tdp1-/- hTDP1 cells, no CPT, ATP luminescence, 48 h; 15% of 420,000 active; further: nearly all actives have a fitted effect of over 55% in size
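A cellular qHTS used chicken DT40 cells lacking endogenous Tdp1 but carrying stably transfected human TDP1. Compounds were applied without camptothecin, and cell growth kinetics were judged by ATP-dependent luminescence after ≥48 hr.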
N370S GC mod: N370S glucocerebrosidase modulation, Gaucher chaperone candidate. P04062. AID 2101. N370S GC spleen homogenate, 4MU-glucoside fluorescence. Potency, µM (doses to about 59.4 µM), for the others: at the top dose activity change, negative = inhibition, hits mostly inhibitors. 0.092% of 330,000 active;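 further: 0% = full enzyme activity and -100% = no enzyme basal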
TDP1 block: inhibitors of human tyrosyl-DNA phosphodiesterase TDP1. Q9NUW8. Potency, µM (doses to about 130 µM), without a hit: top-dose activity change, negative = inhibition, actives largely listed as inhibitors. recombinant TDP1, AlphaScreen DNA substrate cleavage. 0.28% of 350,000 active. AID 485290; further: nearly all actives have a fitted effect of over 40% in size
Target sequence (Q9NUW8 whole entry, looked up): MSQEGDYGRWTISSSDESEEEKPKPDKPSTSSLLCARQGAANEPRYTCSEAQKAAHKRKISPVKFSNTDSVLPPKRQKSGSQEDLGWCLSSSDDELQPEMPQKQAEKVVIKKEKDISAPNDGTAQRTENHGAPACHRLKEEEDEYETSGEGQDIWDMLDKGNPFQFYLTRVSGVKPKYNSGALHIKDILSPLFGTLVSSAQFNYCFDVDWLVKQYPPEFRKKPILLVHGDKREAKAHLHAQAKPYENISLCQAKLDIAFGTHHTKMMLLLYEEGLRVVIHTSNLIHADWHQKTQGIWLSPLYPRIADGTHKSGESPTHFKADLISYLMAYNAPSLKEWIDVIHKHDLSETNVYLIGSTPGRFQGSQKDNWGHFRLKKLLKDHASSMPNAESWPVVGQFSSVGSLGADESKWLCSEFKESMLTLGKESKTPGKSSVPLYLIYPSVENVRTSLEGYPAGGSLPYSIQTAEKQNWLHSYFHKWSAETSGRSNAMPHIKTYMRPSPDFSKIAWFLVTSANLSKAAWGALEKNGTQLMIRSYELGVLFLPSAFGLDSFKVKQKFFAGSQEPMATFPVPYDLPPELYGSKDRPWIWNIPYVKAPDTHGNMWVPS
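Here, a 5' biotin and 3' phosphotyrosine-FITC DNA oligonucleotide reports Tdp1 activity: intact substrate bridges AlphaScreen beads, while cleavage leaves a 3' phosphate and drops signal. All incubations at room temperature.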
The depositor's hits bear a star; ? = inconclusive; nt = no result given; [ ] = remark or other dose. The call rests on the fitted dose curve; in most records, active means well fitted curve in the direction sought with a large enough effect; inconclusive means small, poorly fitted or top-dose-only effect, or another doubt; inactive means no such curve, though single readings can be large; an effect the other way counts as inactive or inconclusive. Unless noted, on the % scale 0 is the no-effect control and ±100 the full control effect; potency means the concentration at half of the fitted maximal effect. Not all compounds are listed. The share of hits here may be higher or lower than overall.

SMILES	TDP1 cell noCPT	N370S GC mod	TDP1 block
COc1ccc(-c2cnc3ccccc3n2)cc1NC(=O)CNC(=O)c1ccccc1	?	-9%	4%
Cc1ccc(C)c(S(=O)(=O)NC(C)CCc2ccccc2)c1 (configuration not stated)	?	-3%	nt
CCOC(=O)c1cc(C(C)C)sc1NC(=O)COC(=O)CCS(=O)(=O)c1ccccc1	-6%	29%	6%
CCOc1ccc(NC(=S)NCCCN2CCN(c3ccc(OC)cc3)CC2)cc1	-28%	-1%	5%
CCOc1ccccc1CNC(=O)CCCn1c(=O)c2cccn2c2cccnc21	?	nt	0%
COc1ccccc1N1CCN(C(=O)CSc2nnc3n2C(C)(C)Cc2ccccc2-3)CC1	15µM*	-2%	1%
COc1ccc(NC(=O)CC(Cc2ccc(Cl)cc2)C(=O)O)cc1 (configuration not stated)	-8%	1%	nt
C/C(=N\Nc1ccc([N+](=O)[O-])cc1)c1ccc(C#N)cc1	-11%	-2%	3%
COc1cccc2oc(-c3ccc(O)cc3)cc(=O)c12	-23%	-13%	-4%[56.1 µM]
ClCc1nnc(-c2ccccc2)o1	26µM*	4%	5%
COc1cc(CNCCSc2nnnn2C)ccc1OCc1ccccc1C	?	nt	2%
O=C(NNC1CC(=O)N(c2ccc(Br)cc2)C1=O)c1ccco1 (configuration not stated)	15%	-6%	7%
O=C(Nc1cccc(S(=O)(=O)N2CCCC2)c1)c1ccccc1OC(F)F	-30%	8%	0%
Cc1csc2nc(O)c(C(=O)NC3CCCCC3)c(=O)n12	?	-25%	4%
CCN(CC)c1nc(N)c([N+](=O)[O-])c(NCCO)n1	10%	-14%	nt
COc1cnc(SCc2ccc(Cl)cc2Cl)nc1Cl	-8%	22%	nt
CNC(=S)N(CCc1ccc(OC)c(OC)c1)Cc1cc2c(C)cc(C)cc2[nH]c1=O	?	25%	2%
C=CCNC(=O)c1ccc(-c2cccc([N+](=O)[O-])c2)o1	-1%	2%	6%
N[C@]1(C(=O)O)CCc2cc(P(=O)(O)O)ccc21	3%	15%	-4%[56.1 µM]
CCOc1ccc(CCNC(=O)COC(=O)/C=C/c2ccccc2OC)cc1OCC	?	11%	-7%
O=C(Nc1ccc(Cl)cn1)c1cc(S(=O)(=O)N2CCCCC2)ccc1Cl	?	-8%	2%
Cc1ccc2c(c1)N(CC(=O)NC1CCCc3ccccc31)C(=O)CO2 (configuration not stated)	-24%	1%	-6%
COc1ccc(C2CC(c3cccs3)=NN2S(C)(=O)=O)cc1OC (configuration not stated)	-20%	-27%	-5%
CCCN(CCC)CC(=O)Nc1cccc2c1OCO2	-8%	2%	-2%
CCOc1c2c(nc3ccc(Cl)cc13)CCC2	?	4%	-1%
COc1ccc2c3n([n+]([O-])c2c1)CCN=C3c1ccc(C)cc1	-3%	-6%	3%
COC(=O)C1=C(C(C)=O)C(c2ccc(C(=O)OC)cc2)n2nnnc2N1 (configuration not stated)	?	-9%	2%
Cc1ccc(S(=O)(=O)N2CCC(C(=O)O)CC2)cc1	1%	-15%	0%
CCN(CC)C(=O)CN(c1ccc2c(c1)OCO2)S(C)(=O)=O	0%	nt	0%
Cc1c(C(=O)OCC(=O)Nc2ccc3c(c2)OCO3)cccc1[N+](=O)[O-]	-6%	-3%	3%
Fc1ccc(NCc2cccnc2)cc1	-1%	1%	0%
CCc1ccc(S(=O)(=O)c2cn(Cc3ccccc3)c3cc(N4CCCC4)c(F)cc3c2=O)cc1	?	nt	4%
O=C1CC(=C(c2ccccc2)c2ccccc2)C(=O)N1CCCCN1CCN(c2cccc(Cl)c2)CC1	18µM*	-10%	5%
C/C(=N\NC(=O)C1CC1)c1ccc(Cl)cc1	7%	0%	0%
Cc1cc(C)n(CCc2nc(-c3ccc(-c4ccccc4)cc3)cs2)n1	?	1%	1%
CC(=O)Nc1ccn(-c2ccccc2)n1	-6%	9%	5%
CCOc1ccc(NC(=S)N(Cc2ccc(N(C)C)cc2)Cc2ccco2)cc1	16µM*	-19%	10%
O=C(NNC1CC(=O)N(c2ccc(Br)cc2)C1=O)c1cccs1 (configuration not stated)	-1%	-6%	nt
COc1ccc(NC(=O)Nc2nnc(-c3ccncc3)s2)cc1	23µM*	?	11%
CN(C)S(=O)(=O)c1ccc(C(=O)NCc2ccc3[nH]c4c(c3c2)CCCC4)cc1	?	22%	7%
O=C(O)c1cccc(Nc2ccc([N+](=O)[O-])c3nonc23)c1	-9%	-16%	nt
COc1ccc2c(c1)c1nc3n(c(=O)c1n2CC(=O)Nc1ccccc1)CCCS3	-11%	-16%	-8%
Cc1cccc(C(=O)NC(=S)N2CCN(C(=S)NC(=O)c3cccc(C)c3)CC2)c1	?	-6%	6%
Cc1ccn2c(CNCc3cnn(C)c3)c(C(=O)N3CCCCCC3)nc2c1	13%	-1%	5%
CCN(CC)S(=O)(=O)c1ccc(NCCCn2ccnc2)c([N+](=O)[O-])c1	?	-12%	nt

Whole records as entered above. Values in the order: TDP1 cell noCPT	N370S GC mod	TDP1 block
Listed for CCCN(CCC)CC(=O)Nc1cccc2c1OCO2 → -8%	2%	-2%
Listed for O=C1CC(=C(c2ccccc2)c2ccccc2)C(=O)N1CCCCN1CCN(c2cccc(Cl)c2)CC1 → 18µM*	-10%	5%
Listed for Cc1ccc(S(=O)(=O)N2CCC(C(=O)O)CC2)cc1 → 1%	-15%	0%
Listed for COc1ccc2c(c1)c1nc3n(c(=O)c1n2CC(=O)Nc1ccccc1)CCCS3 → -11%	-16%	-8%

Compounds listed so far with bromine (2):
SMILES	TDP1 cell noCPT	N370S GC mod	TDP1 block
O=C(NNC1CC(=O)N(c2ccc(Br)cc2)C1=O)c1ccco1 (configuration not stated)	15%	-6%	7%
O=C(NNC1CC(=O)N(c2ccc(Br)cc2)C1=O)c1cccs1 (configuration not stated)	-1%	-6%	nt

Other entries:
SMILES	TDP1 cell noCPT	N370S GC mod	TDP1 block
C1=C(c2cccc3ccccc23)N2CCN=C2S1	-22%	19%	-1%
O=C(NC1CCCCCC1)c1cc(-c2ccccn2)nc2ccccc12	?	0%	0%
O=C(N/N=C/c1c(O)ccc2ccccc12)c1cccnc1	1µM*	-19%	nt
COc1ccccc1NC(=S)NCC1CCCCC1	?	-3%	7%
CC(=O)CCC(=O)O	-3%	nt	4%
O=c1cc(N2CCN(c3ccccc3)CC2)[nH]c(=O)n1-c1ccccc1Cl	-9%	-6%	2%
O=C(COC(=O)C12CC3CC(CC(O)(C3)C1)C2)Nc1ccc(Br)cc1F	-1%	nt	0%[56.1 µM]
COc1ccccc1N1CCN(C(=O)c2ccoc2C)CC1	-1%	-1%	-2%
CCN(CC)CCn1c(=S)[nH]c2ccccc2c1=O	-6%	-23%	-6%
Cc1cc2nc(-c3ccc[nH]c3=O)n(Cc3cccc(F)c3)c2cc1C	0%	?	nt
CCC(C)C(NC(=O)C1CCC(=O)N1C(=O)OCc1ccccc1)C(=O)NC(C(=O)N1CCCC1C(N)=O)C(C)CC (configuration not stated)	-5%	-9%	5%[0.0935 µM]
COc1cccc(Nc2ncc3nc(-c4ccc(Cl)cc4)c(=O)n(C[C@H]4CCCO4)c3n2)c1	22%	11%	nt
Cc1cc(C)c(OCC(=O)N2CC=C(c3ccccc3)CC2)c(C)c1	8%	-6%	-7%
CCN(c1ccc2c(c1)OCO2)S(=O)(=O)c1cc(Br)cc2c1N(C(=O)C1CC1)CC2	26µM*	24%	2%
CCOC(=O)C1CCN(c2c(N3CCN(Cc4ccccc4)CC3)c(=O)c2=O)CC1	-14%	1%	1%
Cc1ccc(N(Cc2ccccc2)C(=O)c2cc(S(=O)(=O)N3CCOCC3)ccc2N2CCCC2)cc1	21µM*	12%	nt
CC1=C(c2ccc(C)c(C)c2)S(=O)(=O)N(Cc2ccc(C(=O)Nc3cc(F)ccc3F)cc2)C1=O	?	nt	1%
Cc1ccc(-n2c(C)nn(CC3CC3)c2=O)cc1	-5%	10%	8%
COc1cccc(NC(=O)CN(C)S(=O)(=O)c2ccc(C)cc2)c1	-27%	-18%	-3%
O=C(CSc1n[nH]c(=O)n1Cc1ccco1)N1CCOCC1	-23%	-25%	3%
CC(C)Sc1nnc([C@H](Cc2c[nH]c3ccccc23)NC(=O)OC(C)(C)C)o1	?	9%	2%
O=C1OCCN1C(=O)[C@H]1[C@H](c2ccc([N+](=O)[O-])cc2)C(c2ccc(F)cc2)=NN1c1ccccc1	-24%	-4%	1%[56.1 µM]
Cc1nn(CCCC(=O)NCc2ccc(F)cc2)c(=O)c2c1sc1ccccc12	-18%	nt	-3%
Cc1cc(C)n(CC(=O)NNC(=O)CCCOc2ccc(Cl)c(C)c2)n1	-29%	?	0%
O=C(O)COc1ccccc1/C=N/NC(=O)CN1CCN(S(=O)(=O)c2ccc(Br)cc2)CC1	-6%	3%	5%
NC(=O)c1cc2cc(Cl)ccc2oc1=Nc1cccc(C(F)(F)F)c1	?	2%	7%
Clc1ccccc1-c1nccc(NCc2ccccc2)n1	?	3.5µM*	nt
Cc1ccc(C(OC(=O)c2ccco2)C(=O)NC2CCCCC2)cc1 (configuration not stated)	-13%	11%	1%
COc1ccc(-n2nnnc2C2CCN(S(=O)(=O)c3cccc(Cl)c3C)CC2)cc1	26µM*	nt	-2%
Cc1ccc(NC(=O)c2c(-c3ccccc3Cl)noc2C)nc1	?	4%	4%
O=C(Nc1cccc(-c2nc3ccccc3o2)c1)c1ccc(N2C(=O)C3C4C=CC(C4)C3C2=O)cc1 (configuration not stated)	8.2µM*	nt	1%
Cc1c(C)c2ccc(OCC(=O)N3CCN(c4cccc(Cl)c4)CC3)cc2oc1=O	10µM*	0%	2%
Cc1ccccc1N1CC(C(=O)Nc2ccc(S(=O)(=O)NCC3CCCO3)cc2)CC1=O (configuration not stated)	-19%	-2%	6%
Cc1ccc2c(c1)C(=O)CC(O)(C(F)(F)F)O2 (configuration not stated)	2%	-3%	3%
CCc1ccc(C(=O)c2cn(CC(=O)Nc3cc(F)ccc3F)c3nc(C)ccc3c2=O)cc1	-1%	nt	-3%
CCc1ccccc1NC(=O)CCNC(=O)Cn1ccc2ccccc2c1=O	-16%	1%	6%[0.0935 µM]

Part of the list above, with each value named:
mol: Clc1ccccc1-c1nccc(NCc2ccccc2)n1
  TDP1 cell noCPT: ?; N370S GC mod: 3.5µM*; TDP1 block: nt
mol: Cc1ccc(C(OC(=O)c2ccco2)C(=O)NC2CCCCC2)cc1 (configuration not stated)
  TDP1 cell noCPT: -13%; N370S GC mod: 11%; TDP1 block: 1%
mol: COc1ccc(-n2nnnc2C2CCN(S(=O)(=O)c3cccc(Cl)c3C)CC2)cc1
  TDP1 cell noCPT: 26µM*; N370S GC mod: nt; TDP1 block: -2%
mol: Cc1ccc(NC(=O)c2c(-c3ccccc3Cl)noc2C)nc1
  TDP1 cell noCPT: ?; N370S GC mod: 4%; TDP1 block: 4%

Screening data (PubChem)
